NR2E3 agonist: inhibitors of NR2E3-RetCOR corepressor binding, primary screen, NR2E3 agonist project, biochemical, TR-FRET, GST-NR2E3, biotin-RetCOR | Photoreceptor-specific nuclear receptor (Homo sapiens), Q9Y5X4 | 1536-well | inhibition of corepressor binding, % at 4.78 µM | 320,000 tested, 0.12% active;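 active = percent inhibition above the cutoff of mean plus 3 SD of all tested compounds, set per screening campaign, cut at about 20% in these data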;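 also: 0% = DMSO wells and 100% = biotin wells as full block of FRET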
Target sequence (Q9Y5X4 whole entry, looked up): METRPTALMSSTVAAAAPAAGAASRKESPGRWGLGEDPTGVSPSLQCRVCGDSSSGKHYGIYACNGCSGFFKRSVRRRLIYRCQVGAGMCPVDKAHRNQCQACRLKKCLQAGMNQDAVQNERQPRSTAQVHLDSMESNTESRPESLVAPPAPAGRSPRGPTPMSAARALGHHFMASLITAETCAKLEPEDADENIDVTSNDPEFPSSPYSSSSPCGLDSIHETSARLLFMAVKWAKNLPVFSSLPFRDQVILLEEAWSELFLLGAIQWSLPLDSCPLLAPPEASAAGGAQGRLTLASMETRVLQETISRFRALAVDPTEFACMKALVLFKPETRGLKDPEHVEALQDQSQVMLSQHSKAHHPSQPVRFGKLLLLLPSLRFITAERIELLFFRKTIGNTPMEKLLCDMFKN
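System: GST-tagged NR2E3 plus biotinylated RetCOR corepressor; Buffer or medium: pH 7.5 Tris-based buffer; Probe or stimulus: RetCOR corepressor, biotinylated, 7 nM; Doses: compound at 4.8 µM, single dose; Schedule: 5 h incubation at 4 °C; Technique: time-resolved FRET; Evaluation: percent inhibition of TR-FRET ratio; Replication: one well per compound, singlicate testing.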
The depositor's hits bear a star. An excerpt, so the mix of outcomes need not match the whole.

CC1CCCCC1NC(=O)/C(C#N)=C/c1ccc2c(c1)OCCO2 (stereo unspecified)
  NR2E3 agonist: 1

O=C(c1ccc(-c2nc3ccccc3s2)s1)N1CCOCC1
  NR2E3 agonist: 5

COc1ccc(CN2CCNC(=O)C2CC(=O)NCc2csc(C(C)C)n2)c(OC)c1 (stereo unspecified)
  NR2E3 agonist: 3

CCCCn1c(=N)n(CC(=O)c2ccc(OC)cc2)c2ccccc21
  NR2E3 agonist: 0

Cc1ccc2nc(NC(=O)c3cccc(-c4cc5ccccc5oc4=O)c3)sc2c1
  NR2E3 agonist: 3

CCn1c(COc2ccccc2C)nnc1SCc1nc2ccccc2c(=O)[nH]1
  NR2E3 agonist: 5

CC12OC1C1(O)CCCC1=CC2=O (stereo unspecified)
  NR2E3 agonist: 4

O=C1[C@H]2[C@H](C=CC[C@H]2C(=O)N2CCOCC2)CCN1Cc1ccc(Cl)c(Cl)c1
  NR2E3 agonist: 4

COc1ccc(S(=O)(=O)n2nc(C)c(S(=O)(=O)N3CCOCC3)c2C)cc1OC
  NR2E3 agonist: -1

COC(=O)C/C=C/[C@@H](C)[C@@H](/C=N/OC[C@H]1O[C@H](c2ccccc2)C=C[C@@H]1Oc1ccc(OC)cc1)OC
  NR2E3 agonist: -1

COc1ccccc1N1CCN(C(=O)CC2NC3CCCCC3NC2=O)CC1 (stereo unspecified)
  NR2E3 agonist: -4

NC(=S)NNC(=O)c1cccc(Br)c1
  NR2E3 agonist: 1

O=S(=O)(Nc1cc(Sc2cccc3cccnc23)c(O)c2ccccc12)c1ccc(F)cc1
  NR2E3 agonist: -1

C=C[C@H]1[C@H](OC2OC(CO)C(O)C(O)C2O)OC=C(C(=O)OC)[C@H]1C[C@H]1CC(=O)C[C@H](CC(=O)CCc2ccc(O)cc2)O1 (stereo partly specified)
  NR2E3 agonist: 2

CCN(CC)CCCNC(=S)N(Cc1ccco1)Cc1cc2cc3c(cc2[nH]c1=O)OCCO3
  NR2E3 agonist: -1

Pulled one by one from the entries so far (four):
COc1ccc(CN2CCNC(=O)C2CC(=O)NCc2csc(C(C)C)n2)c(OC)c1 (stereo unspecified)
  NR2E3 agonist: 3

COc1ccc(S(=O)(=O)n2nc(C)c(S(=O)(=O)N3CCOCC3)c2C)cc1OC
  NR2E3 agonist: -1

NC(=S)NNC(=O)c1cccc(Br)c1
  NR2E3 agonist: 1

COC(=O)C/C=C/[C@@H](C)[C@@H](/C=N/OC[C@H]1O[C@H](c2ccccc2)C=C[C@@H]1Oc1ccc(OC)cc1)OC
  NR2E3 agonist: -1

Taken from above:
Value of O=S(=O)(Nc1cc(Sc2cccc3cccnc23)c(O)c2ccccc12)c1ccc(F)cc1 in NR2E3 agonist: -1
Value of Cc1ccc2nc(NC(=O)c3cccc(-c4cc5ccccc5oc4=O)c3)sc2c1 in NR2E3 agonist: 3
Value of COc1ccccc1N1CCN(C(=O)CC2NC3CCCCC3NC2=O)CC1 (stereo unspecified) in NR2E3 agonist: -4
Value of CC12OC1C1(O)CCCC1=CC2=O (stereo unspecified) in NR2E3 agonist: 4
Value of COc1ccc(S(=O)(=O)n2nc(C)c(S(=O)(=O)N3CCOCC3)c2C)cc1OC in NR2E3 agonist: -1
Value of COc1ccc(CN2CCNC(=O)C2CC(=O)NCc2csc(C(C)C)n2)c(OC)c1 (stereo unspecified) in NR2E3 agonist: 3

The listing continues:
Cc1ccc2cccc(NS(=O)(=O)c3ccccc3)c2n1
  NR2E3 agonist: 4

O=C1CC(c2ccc(Br)cc2)NC(c2ccc(Br)cc2)C1c1ccccc1 (stereo unspecified)
  NR2E3 agonist: -1

Cn1c(=O)c(C(=O)COC(=O)c2cc(-c3ccco3)nc3ccccc23)c(N)n(Cc2ccccc2)c1=O
  NR2E3 agonist: 2

Cn1c(N)c(C(=O)COC(=O)c2cc(-c3ccccc3)nc3ccccc23)c(=O)n(C)c1=O
  NR2E3 agonist: -2

CC(C)OCCCNc1nc2c(-c3ccccc3)nnn2c2ccccc12
  NR2E3 agonist: 6

Cc1c(C(=O)N2CC(C)OC(C)C2)sc2nc(-c3ccccc3)cn12 (stereo unspecified)
  NR2E3 agonist: 0

CC(C)[C@@]1(c2ccc(Cl)cc2)ON(c2ccccc2C(F)(F)F)C1=O
  NR2E3 agonist: 0

O=C(N/C(=C\c1cn(-c2ccccc2)nc1-c1ccccc1)C(=O)N1CCOCC1)c1ccccc1
  NR2E3 agonist: 3

c1ccc(C2CCC3(CC2)Oc2ccccc2C2CC(c4cccnc4)=NN23)cc1 (stereo unspecified)
  NR2E3 agonist: -3

CCn1cc(C(=O)O)c(=O)c2cnc(N3CCN(C(=S)NC(=O)c4ccc(Cl)cc4)CC3)nc21
  NR2E3 agonist: 2

CCCc1nc(SCC(=O)N2CCc3ccccc32)c2c(C)c(C)sc2n1
  NR2E3 agonist: 0

Cc1cc(C)c(-n2c(C)cc(/C=C3/NC(=O)NC3=O)c2C)c(C)c1
  NR2E3 agonist: 3

CCOC(=O)C1=C(N)n2c(s/c(=C/c3ccccc3)c2=O)=C(C(=O)OCC)C1c1ccccc1 (stereo unspecified)
  NR2E3 agonist: 3

COCCCn1c2nc3ccccc3nc2c2c(=O)n(-c3ccccc3OC)c(C)nc21
  NR2E3 agonist: 0

C/C(CC(=O)Nc1ccccn1)=N\NC(=O)c1ccncc1
  NR2E3 agonist: 2

CCc1ncc(C)[nH]1
  NR2E3 agonist: 2

COc1ccc(N2C(=O)CCC(C(=O)N(C)C3CCCCC3)C2c2ccc(OC)c(OC)c2)cc1 (stereo unspecified)
  NR2E3 agonist: 2

CCCCCCCCCCCCOC(=O)C[N+](C)(C)C
  NR2E3 agonist: -4

CCC(C(=O)O)n1nnc(-c2ccc(OCc3ccccc3)c(OC)c2)n1 (stereo unspecified)
  NR2E3 agonist: -5

COc1cc(OC)c(/C=C2\C(=O)Nc3ccccc32)c(OC)c1
  NR2E3 agonist: -3

CCOc1ccc2nc(C)cc(Nc3ccc(N4CCOCC4)cc3)c2c1
  NR2E3 agonist: 0

O=C1C=CC(=O)N1c1ccc(I)cc1Cl
  NR2E3 agonist: 1

CCOc1ccc2cc(C#N)c(SCC(=O)NC(C)CC)nc2c1 (stereo unspecified)
  NR2E3 agonist: 2

Cc1ccsc1/C=C1/SC(N2CCOCC2)=NC1=O
  NR2E3 agonist: -5

COc1ccc2nc(Nc3nc(CSc4nc5ccccc5s4)cc(=O)[nH]3)nc(C)c2c1
  NR2E3 agonist: 1

Cc1nn(Cc2ccccc2)c(C)c1NC(=O)CSc1nc2sc3c(c2c(=O)n1C)CCC3
  NR2E3 agonist: 2

CCc1ccc(NC(=O)CN2C(=O)C(=O)N(Cc3ccccc3)C2=O)cc1
  NR2E3 agonist: 0

N#Cc1c(-c2ccncc2)c2c([nH]c1=O)-c1ccccc1OC2
  NR2E3 agonist: -1

CCN(C(=O)COC(=O)c1cc(-c2ccc3cc(OC)ccc3c2)nc2ccccc12)C1CCS(=O)(=O)C1 (stereo unspecified)
  NR2E3 agonist: 0

COc1ccc(CC(=O)Nc2cccc(C(=O)Nc3cccc(C)c3)c2)cc1
  NR2E3 agonist: 0

CC1C2(C)OCC(C#N)(C(=N)O2)C1(C#N)C#N (stereo unspecified)
  NR2E3 agonist: -2

OCCNCCNCc1ccc(-c2ccccc2)cc1
  NR2E3 agonist: 4

NC(=O)C1CCN(C(=O)c2ccc3c(=O)n(Cc4ccco4)c(SCC(=O)c4ccc(F)cc4)nc3c2)CC1
  NR2E3 agonist: 4

O=C(COc1ccccc1)Nc1ccc(Cl)cc1Cl
  NR2E3 agonist: -1

CCCCn1nnc(NC(=O)c2ccc(-c3cccc([N+](=O)[O-])c3)o2)n1
  NR2E3 agonist: -3

Cc1ccc(N2C(=O)c3ccccc3C2O)nc1 (stereo unspecified)
  NR2E3 agonist: 5

COC(=O)[C@@]1(Cc2ccc(F)cc2)[C@H]2c3cc(C(=O)N(C)C)n(CCSCCO)c3C[C@H]2CN1C(=O)c1ccccc1
  NR2E3 agonist: -1

Cc1ccccc1/C=C/C(=O)c1ccc([N+](=O)[O-])o1
  NR2E3 agonist: 12

Cc1cc(Cl)c(OCCCCNC(C)(C)C)c(Br)c1
  NR2E3 agonist: 1

O=C1/C(=C\c2cccnc2)CN(Cc2ccccc2)C/C1=C\c1cccnc1
  NR2E3 agonist: -1

C(=N\Nc1nc(Nc2ccccc2)nc(N2CCCCC2)n1)/c1ccco1
  NR2E3 agonist: -4

O=C1N=C(N2CCCC2)S/C1=C\c1cn[nH]c1-c1ccccc1
  NR2E3 agonist: -2

COc1ccc(/C=C/c2c(-c3cccc(C)c3)oc3ccc(-c4ccc5c(c4)OCO5)cc23)cc1
  NR2E3 agonist: -3

CCc1c(C)sc2nc(C(C)C)nc(SCC(=O)N3CCc4ccccc4C3)c12
  NR2E3 agonist: 2

O=C(O)c1ccc(Cl)c2c1C1C=CCC1C(c1ccccn1)N2 (stereo unspecified)
  NR2E3 agonist: 8

Part of the list above in order of SMILES length, smallest number first:
Cc1cc(Cl)c(OCCCCNC(C)(C)C)c(Br)c1
  NR2E3 agonist: 1

O=C(O)c1ccc(Cl)c2c1C1C=CCC1C(c1ccccn1)N2 (stereo unspecified)
  NR2E3 agonist: 8

O=C1N=C(N2CCCC2)S/C1=C\c1cn[nH]c1-c1ccccc1
  NR2E3 agonist: -2

COc1ccc(/C=C/c2c(-c3cccc(C)c3)oc3ccc(-c4ccc5c(c4)OCO5)cc23)cc1
  NR2E3 agonist: -3

Continuation.
CC1(C)O[C@@H]2[C@H](O1)[C@@H](COS(=O)(=O)O)O[C@H]2n1cnc2c(N)ncnc21
  NR2E3 agonist: 5

COc1ccc2c(c1)O[C@H](c1ccc3c(c1)OCO3)[C@@H](OC(=O)N[C@H]1CCCc3ccccc31)C2=O
  NR2E3 agonist: 3

O=C1NC2(CCCC2)C(=O)N1Cc1cc(=O)n2ccsc2n1
  NR2E3 agonist: -1

COc1ccccc1N1CCN(C(=O)CSc2ncnc3c2cnn3-c2ccc(C)c(C)c2)CC1
  NR2E3 agonist: -2

CCCCCCCC#Cc1ccccc1/C=N/S(=O)c1ccc(C)cc1 (stereo unspecified)
  NR2E3 agonist: 4

COc1cc(/C=C/C(=O)Nc2ccccc2C(F)(F)F)cc(OC)c1OC
  NR2E3 agonist: -2

CC(C)Cn1c(-c2ccco2)nc2c(c(=O)c3ccccc3n2C)c1=O
  NR2E3 agonist: 1

COc1cc2c(cc1OC)C(C(=O)NCC1COc3ccccc3O1)C(c1cccnc1)N(C)C2=O (stereo unspecified)
  NR2E3 agonist: 4

O=c1[nH][nH]c(=S)n1C1CCCCC1
  NR2E3 agonist: 0

CCOC(=O)CCCCC(=O)c1[nH]c(=O)[nH]c1CSc1nnc2c3cc(Br)ccc3n(C)c2n1
  NR2E3 agonist: -25

CC(=O)Oc1ccc(C23CC4CC(CC(C4)C2)C3)cc1C(=O)O
  NR2E3 agonist: -7

NNC(=O)c1ccccc1CO
  NR2E3 agonist: -2

CC(C)n1c(-c2ccccc2)nc(=S)c2c1CCCC2
  NR2E3 agonist: -4

COc1cc(/C=C2\C(=O)ON=C2c2ccc(Cl)cc2)ccc1O
  NR2E3 agonist: -2

O=C(NCCC1=CCCCC1)C1CCN(S(=O)(=O)c2cccc3nonc23)CC1
  NR2E3 agonist: -5

CCOC(=O)C1=C(C)NC(C)=C(C(=O)OCC)C1c1ccccc1/C=C/C(=O)OC(C)(C)C
  NR2E3 agonist: -1

CCc1ccc(NC(=O)c2cc(Br)ccc2Br)cc1
  NR2E3 agonist: -5

Cc1ccc(NC(=O)COc2ccccc2C(=O)NCCN(C)C)cc1
  NR2E3 agonist: 1

CCCCCC(=O)Cc1cc(O)cc2c1C(=O)Oc1cc(O)c(C(=O)O)c(CCCCC)c1O2
  NR2E3 agonist: -3

Nc1sccc1C(=O)c1ccccc1
  NR2E3 agonist: 0

O=C(COc1cccc2cccnc12)NNC(=S)Nc1ccccc1
  NR2E3 agonist: -1

Cc1csc(NC(=O)c2ccc(C)c(S(=O)(=O)N3CCOCC3)c2)n1
  NR2E3 agonist: 2

COc1ccc2cc1Oc1ccc(cc1)C[C@H]1c3cc(c(OC)cc3CCN1C)Oc1c(O)c(OC)cc3c1[C@H](C2)N(C)CC3
  NR2E3 agonist: -2

O=C(Nc1ccc(Cl)c([N+](=O)[O-])c1)Nc1nc2ccccc2s1
  NR2E3 agonist: 3

COc1ccc(CCNC(=O)c2ccc3c(c2)NC(=O)C(CSCc2cc(C)ccc2C)N3)cc1OC (stereo unspecified)
  NR2E3 agonist: 0

O=C1c2ccccc2NC(c2ccc(Br)s2)N1O (stereo unspecified)
  NR2E3 agonist: 13

COc1cccc2cc(-c3ccnc(=S)[nH]3)oc12
  NR2E3 agonist: -4

COc1cc(CC(NC(C)=O)C(=O)NC2CCN(c3c4c(nc5ncnn35)CCC4)CC2)cc(OC)c1 (stereo unspecified)
  NR2E3 agonist: -3

Cc1ccc(CNC(=O)CCCCCNc2nc(=S)[nH]c3ccccc23)cc1
  NR2E3 agonist: 3

COc1ccc(Nc2sc(C(=O)Nc3cccc(Cl)c3)c(N)c2C(=O)Nc2ccccc2OC)cc1
  NR2E3 agonist: 1

N#C/C(=C\c1cccc2ccccc12)c1nn(-c2ccccc2)c(N)c1C#N
  NR2E3 agonist: 4

Reformatted with tabs: part of the list above.
mol	NR2E3 agonist
O=C(Nc1ccc(Cl)c([N+](=O)[O-])c1)Nc1nc2ccccc2s1	3
COc1ccc(CCNC(=O)c2ccc3c(c2)NC(=O)C(CSCc2cc(C)ccc2C)N3)cc1OC (stereo unspecified)	0
O=C1c2ccccc2NC(c2ccc(Br)s2)N1O (stereo unspecified)	13
COc1cccc2cc(-c3ccnc(=S)[nH]3)oc12	-4
COc1cc(CC(NC(C)=O)C(=O)NC2CCN(c3c4c(nc5ncnn35)CCC4)CC2)cc(OC)c1 (stereo unspecified)	-3

Bioassay records from PubChem.
